Screening data as filed in PubChem BioAssay.
PGC1a acetyl inh = inhibitors of PGC1a acetylation signal, primary screen, cell-based, U2OS, AlphaScreen, inhibitor mode | hit rate 0.17% among 350,000 | AID 651687, 2012 | inhibition, % at 15.6 µM | AlphaScreen anti-acetyl-lysine; with virally co-expressed GCN5 acetyltransferase;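 active = every replicate shows inhibition of at least 40%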;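 also: 0% = neutral control wells and 100% = positive control wells; some results beyond the cut were filed as inactive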
miR-122 sensor = miR-122 Renilla sensor signal increase in Huh7, primary screen, miR-122 inhibitor project, cell-based, single point, plate reader. Huh7 miR-122 Renilla luciferase sensor, 48 h; neutral wells = 0, positive control = 100. activation (reporter increase), % at 12.5 µM. hit rate 0.3% among 340,000;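 active = mean replicate activation score at least 90 and every replicate individually at or above 90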;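 also: higher luciferase means less miR-122 activity so hits act as miR-122 inhibitors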
PglD inh = C. jejuni PglD acetyltransferase inhibitors, primary screen, biochemical, DTNB colorimetric, single point | UDP-N-acetylbacillosamine N-acetyltransferase PglD (Campylobacter jejuni) | purified PglD enzyme, DTNB colorimetric CoA detection | inhibition, % at 12.5 µM | hit rate 0.098% among 360,000; in the data active = inhibition above about 16%, passing the limit was not always enough; also: strong numbers were not always called active
Cneo AK release = Cryptococcus neoformans cell lysis inducers, primary screen, AK release luminescence, single concentration. AID 651654, 2012. hit rate 0.2% among 360,000. lysis activity, % at 15 µM. C. neoformans lysis, adenylate kinase release luminescence, 4 h; normalised: neutral wells 0, clomiphene wells 100;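 active = mean lysis activity across replicates of at least 80%, whatever share of replicates individually reach that level; inactive = mean lysis activity below 80%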
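Assay system: C. neoformans cells. Amount: yeast cell density of 5 × 10^6 cells/mL. Technique: AK luminescence. Buffer or medium: YPD. Times: static 4 h at 37 °C with compound, 1 h detection. Dosing: single-point compound dose. Read-out: lysis from increased AK signal.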
RAD54 branch = inhibitors of human RAD54 branch migration, primary screen, biochemical, fluorescence, single point; RAD54 Holliday junction branch migration, FAM/BHQ fluorescence; inhibition, % at 10.4 µM; hit rate 0.14% among 360,000; AID 602329, 2012;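 active = mean normalized replicate activity at least 40 and at least half of replicates scoring 40 or more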;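 also: 0% = median of neutral control wells and 100% = median of positive control wells; inhibitors cause a drop in the FAM fluorescence signal; in these data hits start at about 50%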
ERAP1 HTS inh = human ERAP1 aminopeptidase inhibitors, primary screen, biochemical, single point, plate reader | AID 652197, 2013 | hit rate 0.15% among 340,000 | inhibition, % at 10.7 µM | recombinant ERAP1, Leu-AMC fluorescence, 60 min;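 active = mean replicate inhibition of at least 30%, or all replicates individually reaching that 30% level; inactive = mean below 30% and not every replicate reaching it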;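 also: 0% = neutral control wells and 100% = L-leucinethiol positive control wells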
RAD52 anneal inh = RAD52 DNA annealing inhibitors, primary screen, biochemical, FRET, single point, set 2 | DNA repair protein RAD52 homolog (Homo sapiens), P43351 | recombinant RAD52 DNA annealing, FRET fluorescence | inhibition, % at 18.7 µM | hit rate 0.46% among 360,000;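 active = every replicate showing at least 50% inhibition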
Target sequence (P43351 whole entry, looked up): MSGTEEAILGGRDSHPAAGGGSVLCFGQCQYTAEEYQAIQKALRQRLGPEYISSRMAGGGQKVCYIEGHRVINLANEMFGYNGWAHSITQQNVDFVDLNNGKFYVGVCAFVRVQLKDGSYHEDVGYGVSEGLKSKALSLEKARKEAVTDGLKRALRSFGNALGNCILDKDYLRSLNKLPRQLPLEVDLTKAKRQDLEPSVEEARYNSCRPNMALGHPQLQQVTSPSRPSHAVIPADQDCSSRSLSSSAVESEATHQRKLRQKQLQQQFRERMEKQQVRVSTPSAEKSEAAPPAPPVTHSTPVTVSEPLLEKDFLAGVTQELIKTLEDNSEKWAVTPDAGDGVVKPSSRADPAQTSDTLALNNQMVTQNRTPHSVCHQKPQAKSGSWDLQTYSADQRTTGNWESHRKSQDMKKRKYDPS
E-selectin induc = E-selectin induction in HUVECs, primary screen, imaging, HUVEC, immunofluorescence imaging, single point; P16581; normalized: neutral wells 0, TNF-alpha wells 100; activation, % at 7.58 µM; hit rate 0.37% among 260,000; AID 686992, 2013;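 active = mean E-selectin-positive cell signal at least 10% of the positive control, reached in at least 60% of replicates, without over 20% cell loss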;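 also: in these data hits start at about 27%; measured in HUVEC primary endothelial cells; signal is the percent of cells scored E-selectin positive by PE staining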
Target sequence (P16581 whole entry, looked up): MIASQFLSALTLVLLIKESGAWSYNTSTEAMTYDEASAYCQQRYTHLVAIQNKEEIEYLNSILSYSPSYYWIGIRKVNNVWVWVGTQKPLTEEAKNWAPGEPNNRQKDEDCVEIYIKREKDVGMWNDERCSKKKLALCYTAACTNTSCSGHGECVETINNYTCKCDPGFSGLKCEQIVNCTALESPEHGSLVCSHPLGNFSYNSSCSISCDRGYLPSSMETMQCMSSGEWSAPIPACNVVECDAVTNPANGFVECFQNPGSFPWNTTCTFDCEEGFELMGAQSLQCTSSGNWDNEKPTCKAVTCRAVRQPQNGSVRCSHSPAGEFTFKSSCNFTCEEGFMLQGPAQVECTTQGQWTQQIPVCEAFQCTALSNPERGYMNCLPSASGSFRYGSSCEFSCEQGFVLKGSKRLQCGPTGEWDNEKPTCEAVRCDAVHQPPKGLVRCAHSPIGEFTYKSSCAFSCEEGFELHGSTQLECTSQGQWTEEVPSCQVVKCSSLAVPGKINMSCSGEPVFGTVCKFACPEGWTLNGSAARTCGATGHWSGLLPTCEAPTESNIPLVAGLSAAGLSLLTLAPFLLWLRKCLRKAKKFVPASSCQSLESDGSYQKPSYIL
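Test system: HUVEC | Signal: Immunofluorescence imaging | Read-out: Percent E-selectin-positive cells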
* hit, by the source's call; / = not tested or not shown; [ ] = dose if it differs, or a comment.

canonical_smiles	PGC1a acetyl inh	miR-122 sensor	PglD inh	Cneo AK release	RAD54 branch	ERAP1 HTS inh	RAD52 anneal inh	E-selectin induc
C[C@H](C(=O)N(C)C[C@H]1OCc2ccccc2-c2ccccc2C(=O)N([C@@H](C)CO)C[C@H]1C)c1ccccc1	-3	/	1	-2	1	4	1	-0.4
COc1cccc(CN(C)C(=O)c2ccc(Cl)c(S(=O)(=O)N3CCCCCC3)c2)c1OC	-7	19	-4	-2	-13	5	-64	/
CO[C@@H](C(=O)N(C)C[C@H]1OCc2ccccc2-c2c(n(C)c3ccccc23)C(=O)N([C@@H](C)CO)C[C@@H]1C)c1ccccc1	14	/	-1	57	2	-4	6	-3.0
Nc1c(N(CCC2=CCCCC2)C(=O)COc2ccc(F)cc2Cl)c(=O)[nH]c(=O)n1Cc1ccccc1	19	-4	3	-1	-8	2	-15	-1.9
CC(C)N(C(=O)CN(C#N)c1nc(N(C)C)nc(N(C)C)n1)c1ccccc1	-8	-1	-5	-3	7	0	-6	/
C[C@@H]1CN([C@@H](C)CO)C(=O)c2cc(NS(=O)(=O)c3cn(C)cn3)ccc2O[C@@H](C)CCCCO[C@H]1CN(C)Cc1ccc(C(F)(F)F)cc1	6	7[16.7 µM]	1	0	2	3	6	-0.2
COc1ccccc1CNC(=O)C1CCN(S(=O)(=O)c2ccc3c(c2)CC(C)N3C(C)=O)CC1 (configuration not stated)	-9	-6	-5	1	-1	5	-6	/
CC(C)c1cc(NCCN2CCOCC2)n2c(nc3ccccc32)c1C#N	1	/	/	/	/	0	-6	4.4
Cc1nnc(SCC(=O)NCc2ccco2)n1-c1ccccc1	9	2	1	3	-4	/	/	/
CCc1oc(C(=O)O)cc1CN(CC)CC	11	3	-2	/	1	1	-6	/
CC(C)c1ccc(-c2nc(N3CCCCCC3)nc3n[nH]c(N)c23)cc1	-45	0	8	-3	-4	/	/	/
Cc1nn(CC(=O)NCCCN2CCCCC2)c(=O)c2cc(-c3ccccc3)nn12	-3	1	0	0	-3	2	-3	/
CN(C)c1ccc(/C=C(\C#N)C(=O)c2ccccc2)cc1	-6	0	2	-1	-5	-2	-318	0.0
O=C(CNC1CCCCCC1)Nc1ccccc1N1CCOCC1	11	/	/	/	/	3	-7	2.6
O=C(O)c1cc(/C=N\O)ccc1OCc1ccccc1	-1	-5	-1	28	-18	/	/	/
CO[C@@H]1CN(C)C(=O)c2cc(NC(=O)Nc3cccc(F)c3)ccc2OC[C@@H](C)N(C(=O)C2CC2)C[C@@H]1C	7	7[16.7 µM]	41	-3	-2	/	/	-0.1
C[C@@H]1CN([C@H](C)CO)S(=O)(=O)c2ccc(C3=CCCC3)cc2O[C@@H]1CN(C)C(=O)Nc1ccc2c(c1)OCO2	-6	-17[16.7 µM]	-1	-1	-8	-3	24	0.8
CC(NC(=O)OCc1ccccc1)C(=O)OCN1C(=O)c2ccccc2C1=O (configuration not stated)	0	2	-1	34	4	/	/	/
COc1ccc(S(=O)(=O)N2CCNCC2)cc1	7	-4	4	-1	-7	0	-30	/
O=C(COc1cccc(Br)c1)N/N=C1\CCCc2ccccc21	6	-17	-3	-5	0	-5	0	2.3
C[C@@H]1CCCCO[C@@H](CN(C)C(=O)Nc2ccc3c(c2)OCO3)[C@@H](C)CN([C@H](C)CO)C(=O)c2cc(NC(=O)CCCCCC(=O)Nc3ccccc3N)ccc2O1	-1	6[16.7 µM]	0	-2	6	-2	-33	-0.2
N#Cc1c(SCC(N)=O)nc2c(c1-c1ccc(O)cc1)CCCC2	-2	0	0	2	-5	1	3	/
COc1ccc(-c2[nH]ncc2/C=C(\C#N)C(=O)NC2CC2)cc1	-11	-12	-6	-2	21	/	/	/
COc1ccc(Cn2nnnc2C(c2cccs2)N2CCSCC2)cc1 (configuration not stated)	-7	5	-3	1	-14	/	/	/

Part of the list above, showing only PGC1a acetyl inh.
structure | PGC1a acetyl inh
O=C(COc1cccc(Br)c1)N/N=C1\CCCc2ccccc21 | 6
C[C@@H]1CCCCO[C@@H](CN(C)C(=O)Nc2ccc3c(c2)OCO3)[C@@H](C)CN([C@H](C)CO)C(=O)c2cc(NC(=O)CCCCCC(=O)Nc3ccccc3N)ccc2O1 | -1
N#Cc1c(SCC(N)=O)nc2c(c1-c1ccc(O)cc1)CCCC2 | -2
COc1ccc(-c2[nH]ncc2/C=C(\C#N)C(=O)NC2CC2)cc1 | -11

Carrying on.
canonical_smiles	PGC1a acetyl inh	miR-122 sensor	PglD inh	Cneo AK release	RAD54 branch	ERAP1 HTS inh	RAD52 anneal inh	E-selectin induc
CCCNC(=O)C[C@@H]1C[C@@H]2c3cc(NC(=O)NC4CCCCC4)ccc3O[C@@H]2[C@@H](CO)O1	4	7[16.7 µM]	-1	-3	8	1	3	-0.3
O=C(OCc1ccccc1F)c1cc([N+](=O)[O-])ccc1N1CCOCC1	2	-10	6	-3	-5	0	-14	0.3
Cc1ccc(CNc2cnccn2)s1	-4	-5	2	1	4	-3	-8	0.1
C[C@H]1CN([C@@H](C)CO)C(=O)c2cc(-c3cccnc3)cnc2O[C@H]1CN(C)C(=O)Nc1ccc(C(F)(F)F)cc1	-9	3[16.7 µM]	-4	41	9	1	7	-0.1
Cc1ccc(OC(C)C(=O)N(C)c2ccccc2)c([N+](=O)[O-])n1 (configuration not stated)	6	/	0	-1	5	2	1	-1.8
Cc1ccc(C2CC2/C(=N/O)c2ccc(F)cc2)cc1 (configuration not stated)	/	-3	-4	2	3	2	-3	/
C[C@@H]1CN([C@@H](C)CO)C(=O)c2cc(NS(C)(=O)=O)ccc2O[C@@H](C)CCCCO[C@@H]1CN(C)C(=O)CCC(F)(F)F	16	0[16.7 µM]	0	4	-1	-1	-10	0.5
COCCCn1c(=O)c2sccc2n2c(CCCC(=O)NCC3CCCO3)nnc12 (configuration not stated)	4	-8	3	0	5	2	-10	/
Cc1ccccc1C1c2[nH]c3ccccc3c2C[C@H]2C(=O)N(C3CC3)CC(=O)N12 (some centres not stated)	/	25	4	-3	-5	-2	-16	55*
COc1ccc(CN2CCN(C(=O)CC(C)C)CC2)c2ccccc12	-6	-2	-3	-3	-3	/	/	/
CCOC(=O)c1[nH]c(C)c(/C=N/O)c1C	18	-7	-5	-2	-4	/	/	/
CC(C)C#Cc1ccc2c(c1)O[C@@H](CN(C)C(=O)c1cccc(F)c1)[C@H](C)CN([C@H](C)CO)S2(=O)=O	-21	17[16.7 µM]	4	-1	2	-1	4	0.7
CCOc1ccccc1C1NC(=O)NC(C)=C1C(=O)OCc1ccco1 (configuration not stated)	-6	-5	-5	2	0	/	/	/
CCOC(=O)c1nnn(CC(=O)NC(=O)Nc2cccc(CC)c2)c1C(=O)OCC	8	-1	/	/	/	/	-6	-0.7
CC1(C)CC(NC(=O)C2CCC(=O)N(Cc3ccccc3F)C2)CC(C)(C)C1 (configuration not stated)	/	-7	1	5	4	3	-2	/
CN1c2ccc(-c3ccc(F)cc3)cc2[C@H]2[C@H](CCN2C(=O)Cc2ccccn2)[C@H]1CO	14	0[16.7 µM]	1	0	8	1	-16	0.6
C#CCOC(=O)c1cc(Cl)c(=O)n(Cc2ccc(Cl)cc2Cl)c1	-26	0	-2	-1	1	-1	-3	-0.4
CN1C(=O)N(C)C(NC(=O)Nc2ccccc2)C1NC(=O)Nc1ccccc1 (configuration not stated)	-8	7	-5	1	7	/	/	/
O=C1C(=C2CCc3ccccc32)Cc2ccccc21	-12	1	-1	-8	1	-4	-12	1.1
CNC[C@@H]1Oc2c(N)cccc2C(=O)N([C@H](C)CO)C[C@@H]1C	4	1[16.7 µM]	-6	3	-2	0	-11	-0.1
CCC(C)NC(=O)C(NS(=O)(=O)c1cccc2nsnc12)c1ccccc1 (configuration not stated)	-17	4	0	14	2	/	/	/
Brc1c(CSc2nncn2-c2ccccc2)nc2sccn12	-20	-2	4	-1	7	/	/	/
CC(C)CC#Cc1cnc2c(c1)C(=O)N([C@@H](C)CO)C[C@H](C)[C@@H](CN(C)C(=O)c1cccc(F)c1)O2	6	6[16.7 µM]	7	-6	0	2	2	-0.1
CCCC(=O)Nc1ccc(C(=O)NNC(=S)NC(=O)c2cccs2)cc1	-12	4	5	1	1	/	/	/
Cc1c(C(=O)Nc2ccncc2)oc2ccccc12	-3	-4	-3	0	7	/	/	/
CCN(CC(=O)Nc1ccccc1OC)C(=O)c1ccccc1Sc1ccccc1C#N	11	-5	-2	0	12	0	-13	/
CCn1nc(C)c(NC(=O)/C=C/c2ccc(OC)c(COc3ccc(Br)cc3)c2)c1C	-25	0	2	2	-4	/	/	-1.9
CN(CC(=O)Nc1ccccc1C(F)(F)F)C(=O)c1cc([N+](=O)[O-])ccc1N1CCOCC1	-3	-3	-4	1	-2	1	-9	-0.1
CC(C)C#Cc1cnc2c(c1)C(=O)N([C@H](C)CO)C[C@@H](C)[C@@H](CN(C)C(=O)c1cccnc1)O2	1	2[16.7 µM]	11	4	8	-3	-4	0.1
O=C(NCC(F)(F)F)[C@H]1[C@H](CO)[C@H]2Cn3c(cccc3=O)[C@@H]1N2CC1CCOCC1	/	/	-1	-1	-4	2	-2	1.4
C[C@H]1CN([C@@H](C)CO)S(=O)(=O)c2ccc(C#CC3CCCCC3)cc2O[C@H]1CN(C)Cc1cccnc1	-2	-5[16.7 µM]	-2	-4	6	0	11	-0.2
C[C@@H]1CCCCO[C@@H](CN(C)C(=O)CCCN(C)C)[C@@H](C)CN([C@H](C)CO)C(=O)c2cc(NC(=O)C3CCCCC3)ccc2O1	/	18[16.7 µM]	1	0	8	-1	5	-0.1
Cc1ccc(S(=O)(=O)N2CCN(S(=O)(=O)c3ccccc3)C2)cc1	/	19	6	0	-3	/	/	/
C=CCn1c(SCC(=O)N2CC(=O)Nc3ccccc32)nc2scc(-c3ccccc3)c2c1=O	-3	2	8	-2	-1	5	-58	/
C[C@@H]1CCCCO[C@H](CN(C)C(=O)NC2CCCCC2)[C@H](C)CN([C@H](C)CO)C(=O)c2cc(N(C)C)ccc2O1	9	-4[16.7 µM]	0	-2	-8	-1	-3	-0.2
CC(=O)NS(=O)(=O)c1ccc(NC(=O)c2cccc3ccccc23)cc1	-3	4	-4	5	-5	1	-15	0.1

3 structures already listed, sorted by formula weight, rising.
canonical_smiles	PGC1a acetyl inh	miR-122 sensor	PglD inh	Cneo AK release	RAD54 branch	ERAP1 HTS inh	RAD52 anneal inh	E-selectin induc
Cc1ccc(CNc2cnccn2)s1	-4	-5	2	1	4	-3	-8	0.1
O=C(NCC(F)(F)F)[C@H]1[C@H](CO)[C@H]2Cn3c(cccc3=O)[C@@H]1N2CC1CCOCC1	/	/	-1	-1	-4	2	-2	1.4
C[C@@H]1CN([C@@H](C)CO)C(=O)c2cc(NS(=O)(=O)c3cn(C)cn3)ccc2O[C@@H](C)CCCCO[C@H]1CN(C)Cc1ccc(C(F)(F)F)cc1	6	7[16.7 µM]	1	0	2	3	6	-0.2

Next part.
canonical_smiles	PGC1a acetyl inh	miR-122 sensor	PglD inh	Cneo AK release	RAD54 branch	ERAP1 HTS inh	RAD52 anneal inh	E-selectin induc
CC(C)CC(=O)Nc1ccc(-c2cn3ccsc3n2)cc1	5	-4	8	4	2	/	/	/
CCCCC(=O)Nc1ccc(C(=O)NNC(=S)NC(=O)c2cccs2)cc1	-4	-4	0	-2	-9	/	/	/
CC(C)[C@H](NC(=O)c1ccccc1)C(=O)OCC(=O)NCCc1ccc(F)cc1	/	9	-5	8	0	/	/	/
O=C(CSc1nc2ccccc2n1CC(=O)N1CCOCC1)N1CCCC1	-7	-1	1	4	1	/	/	/
Cc1c(C(=O)Nc2ccccc2)sc2nc[nH]c(=O)c12	2	-1	2	/	-3	/	/	/
